HCV NS3 hel inh: inhibitors of Hepatitis C virus NS3 helicase; NS3 helicase DNA unwinding, Cy5 molecular beacon fluorescence; inhibition, % at 10.9 µM; actives 0.56% (n = 290,000); AID 1800;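 active means inhibition above the mean of all tested compounds plus 3 SD, set per campaign, cut at about 35% in these data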;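 further: 0% = DMSO wells and 100% = thioflavine S control wells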
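Measured by: Cy5 fluorescence, 0 and 60 min reads / Assay system: NS3 helicase fragment of HCV / Control set: low DMSO, high thioflavine S at 110 µM / Times: 1 h reaction at 25 °C, ATP-initiated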
IDE act: boosts human insulin-degrading enzyme activity in HEK cells. FAbeta-B cleavage, fluorescence polarization; 0% vehicle, 100% cell-free pure enzyme wells. actives 0.073% (n = 340,000). activation, % at 5.96 µM. AID 493087;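 active means activation above the mean of all tested compounds plus 3 SD, set per screening campaign, cut at about 17% in these data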
SUMO HTRF inh: inhibitors of human SUMOylation (UBC9); inhibition, % at 35 µM; P63279; HTRF SUMOylation assay, SAE1/SAE2 + UBC9, in vitro; actives 0.36% (n = 290,000); in the data active means inhibition above about 50%, passing the limit was not always enough; further: strong numbers were not always called active
Target sequence (P63279 whole entry, looked up): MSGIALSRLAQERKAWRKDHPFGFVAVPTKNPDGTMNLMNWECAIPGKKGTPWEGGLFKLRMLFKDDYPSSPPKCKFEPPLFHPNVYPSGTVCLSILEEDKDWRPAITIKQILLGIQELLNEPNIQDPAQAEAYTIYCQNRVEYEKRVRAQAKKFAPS
pCIP destab: lowers stability of the mouse p/CIP coactivator protein | Q05BA5 | F442A p/CIP-EGFP cells, EGFP fluorescence, 16 h | decrease of EGFP signal, % at 10 µM | actives 0.01% (n = 290,000);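 active means EGFP signal decrease of at least 30% at 10 µM or well 3 SD below plate mean, unless failing retest; inactive means the rest, including hits failing retest or dose response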; further: some compounds called inactive have numbers as strong as hits; many of its hits are not listed in these tables
MEKK3 PB1 HTS: raises or lowers MEK5 binding to the human MEKK3 PB1 domain; Q99759; bead-based flow cytometry, Alexa488-MEK5 binding to MEKK3; actives lie on both sides; 0 = blocked by unlabeled MEK5, 100 = vehicle; binding response (% of control), % at 10 µM; actives 1.4% (n = 290,000); AID 1529;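 active means binding response more than 3 SD above or below the average of its plate-row segment, actives on both sides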;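 further: Alexa488 bead fluorescence after subtracting the streptavidin-only scavenger bead signal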
Target sequence (Q99759 whole entry, looked up, the tested form may be a part): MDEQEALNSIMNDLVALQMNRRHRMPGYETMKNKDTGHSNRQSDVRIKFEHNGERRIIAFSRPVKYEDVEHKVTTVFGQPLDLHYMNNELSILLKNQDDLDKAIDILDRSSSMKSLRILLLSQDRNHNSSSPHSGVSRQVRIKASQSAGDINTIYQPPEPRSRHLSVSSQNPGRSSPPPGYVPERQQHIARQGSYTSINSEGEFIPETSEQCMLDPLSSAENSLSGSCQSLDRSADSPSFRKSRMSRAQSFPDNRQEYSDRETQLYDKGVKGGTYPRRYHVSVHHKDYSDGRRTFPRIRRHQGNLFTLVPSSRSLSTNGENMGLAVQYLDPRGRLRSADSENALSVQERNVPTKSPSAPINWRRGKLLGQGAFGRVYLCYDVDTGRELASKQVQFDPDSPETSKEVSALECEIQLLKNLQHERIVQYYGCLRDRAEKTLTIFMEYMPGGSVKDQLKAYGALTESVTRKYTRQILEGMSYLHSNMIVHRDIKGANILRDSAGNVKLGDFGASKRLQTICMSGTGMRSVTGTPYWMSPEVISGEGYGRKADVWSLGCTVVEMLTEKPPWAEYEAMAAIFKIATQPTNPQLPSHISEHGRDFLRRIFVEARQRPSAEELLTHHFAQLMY
FID counter: counter-screen for HCV NS3 helicase inhibitors: DNA intercalator displacement | inhibition, % at 7.9 µM | actives 0.17% (n = 290,000) | DNA fluorescent intercalator displacement, fluorescence; in the data active means inhibition above about 37%;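 further: 0% = vehicle and 100% = reference compound; higher means more ethidium bromide displaced from hairpin DNA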
VIM-2 inh: inhibitors of Pseudomonas aeruginosa VIM-2 metallo-beta-lactamase; purified VIM-2, nitrocefin hydrolysis, epi-absorbance fluorescence; inhibition, % at 5.6 µM; actives 0.89% (n = 290,000);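 active means inhibition above the mean of all tested compounds plus 3 SD, cutoff set per screening run, cut at about 7.5% in these data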;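 further: red hydrolysis product quenches plate fluorescence so inhibitors raise well fluorescence; 0% = enzyme with DMSO and 100% = DMSO without enzyme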
IMP-1 inh: blocks Pseudomonas aeruginosa IMP-1 metallo-beta-lactamase. inhibition, % at 5.6 µM. purified IMP-1, nitrocefin hydrolysis, epi-absorbance fluorescence. actives 0.45% (n = 290,000);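 active means inhibition above the mean plus 3 SD of all compounds in the same screening run, cut at about 4.5% in these data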;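 further: 0% = IMP-1 with DMSO and 100% = DMSO wells lacking enzyme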
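System – purified recombinant IMP-1 beta-lactamase · Input – IMP-1 dispensed at 0.2 nM · Timing – 15 min preincubation plus 25 min reaction at 25 °C · Signal – Epi-absorbance fluorescence, 480 nm excitation, 530 nm emission · Measure – percent IMP-1 inhibition derived from blank-referenced optical density · Controls – Enzyme-plus-DMSO low control, enzyme-free DMSO high control · Replication – singlicate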
PHOSPHO1 block: blocks human PHOSPHO1 phosphatase activity. recombinant PHOSPHO1, absorbance phosphatase assay. inhibition, % at 13.3 µM. actives 1.1% (n = 290,000). AID 1565; in the data active means inhibition above about 60%
Target sequence (Q8TCT1 whole entry, looked up): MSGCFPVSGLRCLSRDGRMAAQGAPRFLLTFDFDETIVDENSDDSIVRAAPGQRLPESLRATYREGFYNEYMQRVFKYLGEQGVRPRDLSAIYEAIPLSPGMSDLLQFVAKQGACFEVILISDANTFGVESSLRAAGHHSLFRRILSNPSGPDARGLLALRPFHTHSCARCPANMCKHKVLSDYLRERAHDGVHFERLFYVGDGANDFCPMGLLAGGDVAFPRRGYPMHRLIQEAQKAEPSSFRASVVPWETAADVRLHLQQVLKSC
* marks the source's active call; other numbers are inactive results; · = no result given. Not all compounds are listed, so the mix of outcomes need not match the whole.

SMILES	HCV NS3 hel inh	IDE act	SUMO HTRF inh	pCIP destab	MEKK3 PB1 HTS	FID counter	VIM-2 inh	IMP-1 inh	PHOSPHO1 block
O=C(C(c1ccccc1)c1ccccc1)N1CCN(CC(O)COc2ccccc2)CC1 (configuration not stated)	-15	0	6	-4	92	-16	-1.9	-1.1	-37
CCCCC(=O)NS(=O)(=O)c1ccc(NS(C)(=O)=O)cc1	-5	2	4	-7	99	0	-2.9	-2.7	21
CC(NC(=O)Cc1ccsc1)c1ccc(Cl)cc1Cl (configuration not stated)	-9	2	-2	-7	104	-7	-2.9	-2.7	28
CCOC(=O)Cc1csc(NC(=O)Cc2ccccc2[N+](=O)[O-])n1	-3	3	-7	17	101	-1	-0.9	-1.3	-23
O=S(=O)(Nc1ccon1)c1cc(Cl)ccc1Cl	-1	3	-4	-1	95	1	-0.9	-1.2	14
CCC(Cc1ccccc1)NC(=O)CSc1ccsc1[N+](=O)[O-] (configuration not stated)	6	2	12	-12	101	5	-2.9	-0.9	-34
CCOCCn1c(SC(C)C(C)=O)nc2c1c(=O)[nH]c(=O)n2C (configuration not stated)	-11	4	10	3	95	-5	-1.9	-2.8	32
CCn1c(=O)c2c(nc(SCc3ccccn3)n2C)n(C)c1=O	-3	4	8	1	101	-3	-3.2	-3.6	7
O=C(Nc1ccccc1)C1=C[C@@H](C2CC2)C[C@@H](OCc2ccc(CO)cc2)O1	-9	5	9	4	81	-23	0.3	-1.3	30
NC(=O)C1CCCN(C(=S)Nc2ccccc2)C1 (configuration not stated)	1	1	-4	4	99	1	-1.7	-2.1	7
Cc1ccc(SCC(=O)N2CCc3ccccc32)cc1	-8	5	18	-3	105	-7	2.7	1.4	-11
COc1ccc(CCNc2nnc(C)c(=O)[nH]2)cc1OC	0	3	15	-1	90	3	0.4	-0.9	4
O=C(c1nn(Cc2ccccc2)c(=O)c2ccccc12)N1CCc2ccccc2C1	-7	2	25	-12	96	-7	-2.5	-1.1	25
CCOc1ccc(CNCCCSc2ncccn2)cc1OC	-4	1	2	6	115	3	-1.3	-2.8	·
FC(F)(F)Oc1ccc(Nc2nc(N3CCOCC3)nc(N3CCOCC3)n2)cc1	-10	8	-3	-5	103	-19	0.1	-1.1	22
OC1(c2ccccn2)COc2ccccc2O1 (configuration not stated)	6	3	18	-21	78	-2	-0.6	-1.0	17
Cc1c(C(=O)NCCCc2ccccc2)cccc1[N+](=O)[O-]	-7	5	0	0	103	-4	-0.3	-3.3	1
O=C(c1ccco1)N1CCN(C(=O)c2cnn(-c3ccc(Cl)cc3)c2C2CCNCC2)CC1	4	5	1	0	103	10	-2.2	-4.0	32
CC(C)c1ccc(NC(=O)COC(=O)c2c[nH]c(=O)[nH]c2=O)cc1	5	0	2	6	99	3	-0.6	-3.1	-10
O=C(NCCc1ccc(F)cc1)C1CCCO1 (configuration not stated)	5	6	7	-15	99	-1	-1.6	-1.8	·
CN(Cc1ccccn1)C(=O)C1CCC(=O)N(Cc2cccc(F)c2)C1 (configuration not stated)	-6	9	9	-3	101	-5	1.1	-2.2	17
O=C1CN(C(=O)/C=C/c2cccc(Cl)c2)c2ccccc2N1	-2	6	-2	1	·	-15	1.0	-1.6	-4
Cc1ccc(OC(=O)c2ccc(N3CCOCC3)c([N+](=O)[O-])c2)cc1	0	-4	13	-9	103	1	-0.4	1.4	26
C(=N\n1cnnc1)/c1ccccn1	-1	0	16	-9	101	-1	-1.5	-3.0	-23
Cc1ccc(C)c(N2CCN(CCCNC(=O)Cn3cc4c(n3)CCCCC4)CC2)c1	-27	-1	-7	12	·	14	-2.3	-1.3	18
COc1ccc2[nH]c(C)c(C(=O)CN3CCOCC3)c2c1	-4	15	2	7	104	6	1.3	-0.6	-18
CC(=O)Oc1ccc2cc(-c3ccccc3)c(=O)oc2c1	6	-3	29	-4	106	-8	-1.7	-1.1	20
CCc1c(C)sc(NC(=O)c2cc(-c3cc(OC)ccc3OC)on2)c1C#N	6	3	4	-8	100	11	1.3	2.8	28
N#CCSc1ccc(-c2nc3ccccc3[nH]2)cn1	-4	8	15	-1	88	3	2.5	-4.0	1
COc1cc(/C=C(/NC(=O)c2ccccc2)C(=O)N2CCOCC2)c([N+](=O)[O-])cc1OC	-1	3	18	2	103	-16	-1.5	-0.7	58
O=C(Cc1cn2ccsc2n1)Nc1nc2c(s1)CCCC2	1	-8	-1	-5	100	-9	-3.9	-3.4	-7
COc1ccc(S(=O)(=O)CCc2nnc(NC(=O)c3cccs3)s2)cc1	5	6	6	10	101	5	-1.1	-2.9	-1
CCn1c(SCC(=O)N2CCC(C)CC2)nnc1-c1ccco1	3	6	3	-10	97	-17	-1.0	-5.7	22
Cc1ccc(/C([O-])=C(/C(=S)NCc2ccco2)[n+]2ccccc2)cc1[N+](=O)[O-]	10	-8	31	12	96	2	-1.4	-0.4	-74
CCOc1ccccc1CNC(=O)c1ccc(Sc2ccc(Cl)cc2)c(NC(C)=O)c1	-13	0	-32	-3	97	-35	-1.7	-2.8	-7
O=C(CSc1nnnn1-c1ccccc1)c1ccco1	2	4	-2	13	105	-4	-3.5	-1.8	-2
Cc1cc(C)c(S(=O)(=O)c2ccc(F)cc2C)c(Cl)n1	7	2	2	-5	101	-8	-1.1	-3.3	42
O=[N+]([O-])c1cc(/C=N/O)ccc1Oc1cccc(Cl)c1	-3	-2	20	-3	100	6	-2.4	-2.9	37
CCOC(=O)c1ccccc1OCc1cc(/C=N/n2cncn2)ccc1OC	1	-2	21	-7	106	-14	-1.0	-5.0	-1
CCN1C(=O)c2ccccc2S(=O)c2ccc(C(=O)N3CCCCCC3)cc21 (configuration not stated)	3	7	-4	-12	·	-16	0.4	-1.8	-2
CCOC(=O)CNC(=O)Nc1ccccc1C(=O)OC	-1	-3	-2	-3	103	-2	-2.6	-7.9	3
Cc1cc(Br)c(NC(=O)c2ccccc2[N+](=O)[O-])cc1C	-5	2	12	-8	102	1	-1.1	-2.5	23
CCOC(=O)CNC(=S)N(CCCN1CCCCCC1)Cc1cccs1	-4	0	3	4	101	9	-2.4	-2.9	-4
O=C1c2ccccc2NC(c2c(Cl)cccc2Cl)N1Cc1ccccc1 (configuration not stated)	-13	6	11	-9	75	-4	0.4	-1.4	15
CCN(CC)C(=O)CSc1nc2cc3c(cc2c(=O)n1Cc1ccco1)OCO3	4	-6	10	3	97	-3	-0.8	-1.4	-8

Four records drawn at random from those above:
SMILES	HCV NS3 hel inh	IDE act	SUMO HTRF inh	pCIP destab	MEKK3 PB1 HTS	FID counter	VIM-2 inh	IMP-1 inh	PHOSPHO1 block
CC(=O)Oc1ccc2cc(-c3ccccc3)c(=O)oc2c1	6	-3	29	-4	106	-8	-1.7	-1.1	20
O=C(Cc1cn2ccsc2n1)Nc1nc2c(s1)CCCC2	1	-8	-1	-5	100	-9	-3.9	-3.4	-7
O=C(c1nn(Cc2ccccc2)c(=O)c2ccccc12)N1CCc2ccccc2C1	-7	2	25	-12	96	-7	-2.5	-1.1	25
Cc1c(C(=O)NCCCc2ccccc2)cccc1[N+](=O)[O-]	-7	5	0	0	103	-4	-0.3	-3.3	1

(further entries)
SMILES	HCV NS3 hel inh	IDE act	SUMO HTRF inh	pCIP destab	MEKK3 PB1 HTS	FID counter	VIM-2 inh	IMP-1 inh	PHOSPHO1 block
Cc1cc(C)nc(SCC(=O)NC2=NN=C(c3ccc(Br)cc3)CS2)n1	13	-9	-84	-2	100	-9	-1.1	-3.7	37
Cc1ccc(C)c(CN2CCC(CNC(=O)Nc3ccc(Br)cc3F)CC2)c1	-69	4	-4	0	109	26	-4.4	-2.9	28
COc1ccc(-c2nc3ccc(C(=O)NCC(OC)OC)cc3nc2-c2ccc(OC)cc2)cc1	7	1	16	3	101	-5	-2.0	-2.8	18
CCCCNC(=O)OC(C)CNC(=O)Oc1cccc(C)c1 (configuration not stated)	4	2	19	-6	95	-4	-0.2	-2.6	-23
COc1ccc(C(=O)NC(Nc2ccc(C)cc2)C(Cl)(Cl)Cl)cc1 (configuration not stated)	8	-4	-28	19	106	-6	-3.1	-3.5	12
O=C(NCc1ccncc1)c1ccc(OCc2ccccc2)cc1	0	-2	·	·	103	-11	-2.8	-2.0	·
CCOC(=O)c1c(NC(=O)C2CCCO2)sc2c1CCC2 (configuration not stated)	15	1	-1	28	104	-16	3.0	1.8	-50
O=C(COc1ccc(Cc2ccccc2)cc1)c1ccc(F)cc1	3	3	-10	-9	99	-13	-0.2	-1.7	-3
CN(C)CCCN(C(=O)c1cccc(N2C(=O)CCC2=O)c1)c1nc2cc3c(cc2s1)OCO3	6	0	-2	4	101	18	-0.7	-2.9	-32
Cc1cc(CN2CCC(N3CCC(C(=O)NC4CC4)CC3)CC2)cc(C)c1O	5	2	-6	-6	103	6	-1.1	-0.5	33
CN(CC(=O)Nc1ccccc1Cl)C(=O)c1cc(=O)[nH]c2ccccc12	-4	5	19	0	77	-9	-0.2	-1.3	15
O=C(c1cccc(F)c1)N1CCc2ccccc21	0	-3	12	-13	103	-9	-1.4	-6.8	10
COc1cccc(-c2cc(C(=O)Nc3cnn(Cc4ccccc4C)c3)no2)c1	0	6	-17	-8	·	-3	-0.9	-3.0	14
COc1ccc(NC(=O)CSc2nccn2-c2ccccc2)c(OC)c1	-7	0	2	-2	101	-23	-0.6	-1.7	0
O=C(CC(c1ccccc1)(c1ccccc1)c1ccccc1)N[C@@H](Cc1ccc(O)cc1)C(=O)O	19	1	8	1	104	-30	-1.3	-3.1	-20
O=C(O)C1(c2cccc(Cl)c2)CCC1	2	-1	10	5	99	1	-1.8	-2.6	-14
N#Cc1cccc(NC(=O)Cc2ccsc2)c1	2	3	11	-8	101	2	-1.4	-0.1	39
Cn1c(=O)c([N+](=O)[O-])c(Oc2ccccc2)c2ccccc21	0	-8	20	-12	89	3	-0.1	-2.4	37
COc1ccc(-c2nc(CS(=O)CC(=O)NCCc3ccc(C)cc3)c(C)o2)cc1OC (configuration not stated)	5	8	13	-2	99	-51	-3.4	-4.3	21
COc1ccc(Cl)cc1C(=O)NC(=S)Nc1ccccc1N1CCOCC1	-7	-2	-13	-1	107	-9	-3.7	-1.8	·
CC(OC(=O)CCc1nc2ccccc2c(=O)[nH]1)C(=O)NC1CCCC1 (configuration not stated)	13	6	9	-5	99	-7	2.3	-2.3	-2
Cc1ccc(-c2cc(C(=O)Nc3cccnc3)[nH]n2)c(O)c1C	-8	-5	16	-11	89	-11	-2.4	-1.2	24
Clc1nc(-c2ccccc2)cc(-c2ccccc2)n1	5	-3	-18	-22	104	-2	-1.6	-2.7	8
O=C(NCCc1ccccc1)c1cc(=O)[nH]c2ccccc12	-3	4	21	4	69	-4	2.8	-1.0	36
COC(=O)c1ccc(S(=O)(=O)N2CCN(C(c3ccccc3)c3ccccc3)CC2)n1C	-5	3	-11	-15	94	-28	-3.8	-3.4	37
COc1ccc(C(=O)Nc2ccc3[nH]ncc3c2)cc1OC	7	5	9	-10	98	-4	2.2	-0.7	19
C=CCC1C=C(C)CC(CC=C)N1 (configuration not stated)	-5	0	-1	-5	106	-6	-0.7	-0.2	49
